Screening data as filed in PubChem.
MT stabilize HCS – microtubule stabilizers in HeLa cells, primary screen, imaging, high-content imaging | % tubulin-high responders, % at 10 µM | AID 2205, 2009 | HeLa tubulin immunostaining HCS, 24 h; share of cells brighter than vehicle mean+2SD | 200,000 tested, 0.83% active;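 active = plate Z-score above 3 for both tubulin-high and condensed-nucleus cell shares, with cell loss under 80%, at 10 µM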;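 also: anti alpha tubulin signal scored within the nucleus-defined area of each cell; some results filed as inactive read as strong as hits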
Autophagy mod – autophagy modulators in MEF cells, primary screen, imaging, high-content, MEF GFP-LC3 | 190,000 tested, 0.98% active | MEF GFP-LC3 puncta imaging; test concentration mostly 10 µM | calls only at 10 µM (by protocol) | AID 463193, 2010;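 active = percentage of spot-positive cells more than 3 SD above its plate mean, without a fluorescence outlier flag or 80% toxicity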;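 also: spot-positive cell cutoff set from DMSO-treated cells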
Lipid droplet – inhibitors of hepatocyte lipid droplet formation, primary screen, imaging, high-throughput imaging, BODIPY stain; AML12 mouse hepatocytes, oleate lipid droplets; inhibition, % at 6.5 µM; 240,000 tested, 0.4% active; AID 1656, 2009;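 active = lipid droplet intensity inhibited by at least 50%, with more than 500 cells counted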
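Test system: AML12 hepatocytes (mouse); reagent: oleate loading, 100 µM; dosing: one dose, 6.5 µM compound; incubation: overnight exposure; signal: fluorescence imaging, 20x objective, two fields per well; read-out basis: % inhibition of corrected integrated BODIPY droplet signal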
Ins promoter up – insulin promoter activators in MIN6 cells, imaging, high-content screening, mouse beta cells | MIN6 insulin promoter-GFP reporter; stronger effect = higher value | z-score at 5 µM | 190,000 tested, 0.3% active | AID 1625, 2009;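 active = z-score above 3 at 5 µM with at least 500 cells counted in the well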
Dynein cargo inh – inhibitors of GR-EGFP nuclear translocation, primary screen, dynein cargo transport inhibitor project, imaging, high-content, 3617.4 mouse cells | test concentration mostly 20 µM; stimulated with dexamethasone, 1 µM; stronger effect = lower value | 220,000 tested, 0.47% active | AID 1381, 2008 | z-score, hits read low;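 active = plate z-score of nuclear minus cytoplasmic receptor signal below a set negative limit, without overly bright fluorescence or cell loss, cut at about -3.5 in these data, passing the limit was not always enough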;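 also: z-score of nuclear minus cytoplasmic ring GR-EGFP intensity difference per well; some compounds called inactive have numbers as strong as hits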
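Buffer or medium: tetracycline-free induction medium containing charcoal-stripped FBS / Reagent: dexamethasone agonist, 1.0 µM final, for 30 min / Technique: automated 10x imaging of fixed Hoechst-stained cells / Times: induction 48 h, compound 1 h, agonist 30 min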
T cell modulator – modulators of CD8 T cell-vesicle binding, primary screen, mouse 2C CD8+ T cells, flow cytometry; 2C CD8+ T cell-vesicle binding; stronger effect = lower value; calls only at 7 µM; 330,000 tested, 0.068% active; AID 2052, 2009;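 active = response, share of CD8 T cells binding vesicles, and their 90th percentile fluorescence all below set limits, cut at about 80% in these data, passing the limit was not always enough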
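Read-out – percent CD8+ FL2 mean versus row control · System – murine 2C transgenic CD8+ T lymphocytes · Times – 1.5 h cell–vesicle binding at 37 °C, then 20 min icy labelling · Control set – naked vesicles low, QL9 vesicles with vehicle high · Detection – cytometric PE anti-B7-1 and Alexa647 anti-CD8 signals after 1% paraformaldehyde fixation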
Salmonella PhoP GFP – inhibitors of PhoP regulon expression, primary screen, Salmonella Typhimurium, GFP reporter (AID 1863); 300,000 tested, 0.16% active; S. Typhimurium PhoP-regulated promoter GFP reporter, 4 h; higher % means a stronger effect; inhibition, % at 50 µM, or IC50 in µM where a hit was titrated;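 active = inhibition over 29.93%, a cutoff 3 SD above the screen mean, later confirmed by dose response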;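 also: 0% = low Mg2+ inducing control and 100% = high Mg2+ repressing control; strong numbers were not always called active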
ER stress rescue – rescue of cells from ER stress-induced death, primary screen, 384-well, CSM14.1, thapsigargin, ATP luminescence (AID 1222); CSM14.1 thapsigargin-induced death rescue, ATP luminescence; higher % means a stronger effect; 190,000 tested, under 10 active; cellular ATP content (survival), % at 20 µM, or EC50 in µM where a hit was titrated;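 active = EC50 below 50 µM in the dose-response confirmation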;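 also: death triggered by thapsigargin at about 15 µM added after 2 h compound pretreatment; cell ATP read after overnight thapsigargin exposure of roughly 18 to 22 hours; normalized against plate controls of thapsigargin alone and 5% DMSO vehicle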
b-catenin transl – modulators of beta-catenin nuclear translocation, primary screen, imaging, HeLa cells, immunofluorescence, high-content. nuclear translocation activity, % at 5 µM. AID 1665, 2009. 190,000 tested, 0.3% active;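 active = nuclear translocation activity above 50% at 5 µM, with a well cell count of 50 or more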;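 also: per-cell ratio of nuclear to cytoplasmic median beta-catenin stain intensity; plate controls were DMSO negative control for no effect and GSK-3 inhibitor IX positive control for full effect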
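System: Human HeLa cells, endogenous beta-catenin | Compound dosing: 5 µM primary, 0.02–20 µM confirmation | Timing: 24 h compound exposure at 37°C, 5% CO2 | Measured by: Fluorescence imaging of beta-catenin antibody stain plus DAPI | Read-out basis: % activation of per-cell nuclear versus cytoplasmic median beta-catenin signal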
Dynein cargo inh cytoplasmic EGFP – also measured in Dynein cargo inh; calls as there; z-score; measured here: cytoplasmic GR-EGFP intensity; stronger effect = higher value
Dynein cargo inh nuclear GR-EGFP – also measured in Dynein cargo inh; calls as there; z-score; measured here: nuclear GR-EGFP intensity;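 lower value marks the stronger effect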
Dynein cargo inh cell count – further read-out of Dynein cargo inh, marked with its call; z-score; measured here: cell count per field
Ins promoter up cell count – second read-out of Ins promoter up, no call of its own (marks repeat the call); cell count; measured here: cytotoxicity, nuclei count;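 total cells summed across four imaged fields per well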
Lipid droplet cells 6.5 µM – recorded beside Lipid droplet, whose call it bears; cell count; measured here: cell count, cytotoxicity flag;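 cells counted across two imaged fields per well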
b-catenin transl cell count 5 µM – also measured in b-catenin transl; calls as there; cell count; measured here: cell count, cytotoxicity flag
T cell modulator vesicle-bound % – also measured in T cell modulator; calls as there; double positive events, %; measured here: CD8+ vesicle-bound cell fraction;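 binding gate set so that unloaded-vesicle control wells show 10% double positive cells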
MT stabilize HCS Hoechst-high % – second read-out of MT stabilize HCS, no call of its own (marks repeat the call); % Hoechst-high responders; measured here: nuclear condensation Hoechst responders;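 share of cells brighter than vehicle mean plus two SD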
MT stabilize HCS cytotoxicity % – also measured in MT stabilize HCS; calls as there; toxicity, %; measured here: cytotoxicity by cell density;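 0% = mean cell density of plate MIN control wells and 100% = no cells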
Autophagy mod cell loss 18 h – also measured in Autophagy mod; calls as there; toxicity, %; measured here: cell loss, nuclei count;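 cell loss after 18 h compound exposure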
* marks the source's active call; other numbers are inactive results.

`COc1ccc(C(C)=O)cc1CN1C(=O)NC2(CCCCCC2)C1=O` gave MT stabilize HCS 2.1, Autophagy mod inactive, Lipid droplet -8.5, Ins promoter up -0.38, Dynein cargo inh 2.01, T cell modulator inactive, Salmonella PhoP GFP 9.8%, ER stress rescue -0.8%, b-catenin transl -2.2, Dynein cargo inh cytoplasmic EGFP 0.0555, Dynein cargo inh nuclear GR-EGFP 1.75, Dynein cargo inh cell count -1.41, Ins promoter up cell count 906, Lipid droplet cells 6.5 µM 763, b-catenin transl cell count 5 µM 1147, T cell modulator vesicle-bound % 33.8, MT stabilize HCS Hoechst-high % 1.0, MT stabilize HCS cytotoxicity % 3.2 and Autophagy mod cell loss 18 h 4.9.
Screening Cn1ncc(Br)c1NC(=O)Nc1ccc(OC(F)(F)F)cc1 returned Lipid droplet -12.7, Dynein cargo inh 0.395, T cell modulator inactive, Salmonella PhoP GFP 0.2%, b-catenin transl -0.3, Dynein cargo inh cytoplasmic EGFP -0.299, Dynein cargo inh nuclear GR-EGFP 0.136, Dynein cargo inh cell count 0.282, Lipid droplet cells 6.5 µM 744, b-catenin transl cell count 5 µM 1347 and T cell modulator vesicle-bound % 17.7.
Cn1cnc(S(=O)(=O)Nc2cc(C(F)(F)F)ccc2N2CCOCC2)c1 was read as Lipid droplet 6.3, Ins promoter up 0.05, Dynein cargo inh 0.336, T cell modulator inactive, Salmonella PhoP GFP -2.1%, b-catenin transl 0.1, Dynein cargo inh cytoplasmic EGFP -0.27, Dynein cargo inh nuclear GR-EGFP 0.111, Dynein cargo inh cell count 0.667, Ins promoter up cell count 1474, Lipid droplet cells 6.5 µM 706, b-catenin transl cell count 5 µM 1126 and T cell modulator vesicle-bound % 50.0.
`O=C(NCCC1=CCCCC1)C(=O)c1c[nH]c2ccccc12` gave MT stabilize HCS 3.6, Autophagy mod inactive, Lipid droplet 29.4, Ins promoter up -0.42, Dynein cargo inh 0.416, T cell modulator inactive, Salmonella PhoP GFP -16.9%, ER stress rescue -3.3%, b-catenin transl 3.4, Dynein cargo inh cytoplasmic EGFP -0.254, Dynein cargo inh nuclear GR-EGFP 0.748, Dynein cargo inh cell count -0.145, Ins promoter up cell count 1235, Lipid droplet cells 6.5 µM 594, b-catenin transl cell count 5 µM 1099, T cell modulator vesicle-bound % 26.1, MT stabilize HCS Hoechst-high % 3.6, MT stabilize HCS cytotoxicity % 6.1 and Autophagy mod cell loss 18 h -2.1.
Cc1noc(C)c1C(=O)Nc1ccc(F)c(F)c1 was read as MT stabilize HCS 0.7, Autophagy mod inactive, Lipid droplet 10.7, Ins promoter up -0.17, Dynein cargo inh -0.435, T cell modulator inactive, Salmonella PhoP GFP -1.3%, ER stress rescue 0.5%, Dynein cargo inh cytoplasmic EGFP 0.358, Dynein cargo inh nuclear GR-EGFP -0.359, Dynein cargo inh cell count -0.0326, Ins promoter up cell count 920, Lipid droplet cells 6.5 µM 809, T cell modulator vesicle-bound % 41.6, MT stabilize HCS Hoechst-high % 1.1, MT stabilize HCS cytotoxicity % 9.0 and Autophagy mod cell loss 18 h -5.7.
`Cc1ccc(-n2nnnc2-c2ccco2)cc1` gave MT stabilize HCS 3.1, Autophagy mod inactive, Lipid droplet -5.9, Dynein cargo inh -0.843, T cell modulator inactive, Salmonella PhoP GFP 5.1%, ER stress rescue -1.8%, Dynein cargo inh cytoplasmic EGFP -0.172, Dynein cargo inh nuclear GR-EGFP -0.65, Dynein cargo inh cell count 0.789, Lipid droplet cells 6.5 µM 728, T cell modulator vesicle-bound % 28.0, MT stabilize HCS Hoechst-high % 0.9, MT stabilize HCS cytotoxicity % 4.6 and Autophagy mod cell loss 18 h -4.7.
Screening CC1CN(S(=O)(=O)c2ccc(NC(=O)c3ccco3)cc2)CC(C)O1 (stereo unspecified) returned MT stabilize HCS 2.4, Autophagy mod inactive, Lipid droplet -2.0, Ins promoter up 1.24, Dynein cargo inh 2.72, T cell modulator inactive, Salmonella PhoP GFP -6.5%, ER stress rescue -1.5%, Dynein cargo inh cytoplasmic EGFP 0.258, Dynein cargo inh nuclear GR-EGFP 1.63, Dynein cargo inh cell count -1.29, Ins promoter up cell count 915, Lipid droplet cells 6.5 µM 781, T cell modulator vesicle-bound % 57.8, MT stabilize HCS Hoechst-high % 1.1, MT stabilize HCS cytotoxicity % 4.2 and Autophagy mod cell loss 18 h -10.3.
CCCCc1ccc(NC(=O)N[C@H](C(=O)O)C(C)CC)cc1 (stereo partly specified) was read as MT stabilize HCS 1.1, Autophagy mod inactive, Lipid droplet 0.5, Ins promoter up 0.39, Dynein cargo inh 1.11, T cell modulator inactive, Salmonella PhoP GFP -23.0%, b-catenin transl 0.1, Dynein cargo inh cytoplasmic EGFP -0.00502, Dynein cargo inh nuclear GR-EGFP 1.11, Dynein cargo inh cell count -0.544, Ins promoter up cell count 1311, Lipid droplet cells 6.5 µM 672, b-catenin transl cell count 5 µM 1053, T cell modulator vesicle-bound % 49.5, MT stabilize HCS Hoechst-high % 1.4, MT stabilize HCS cytotoxicity % 5.1 and Autophagy mod cell loss 18 h -8.5.
Screening COC(=O)c1cn(NC(=O)c2cc(OC)cc(OC)c2)c(=O)c2ccccc12 returned MT stabilize HCS 3.4, Autophagy mod inactive, Ins promoter up -0.14, Dynein cargo inh -1.71, T cell modulator inactive, Salmonella PhoP GFP -3.0%, ER stress rescue 2.4%, b-catenin transl 1.0, Dynein cargo inh cytoplasmic EGFP -0.238, Dynein cargo inh nuclear GR-EGFP -0.758, Dynein cargo inh cell count 0.686, Ins promoter up cell count 1628, b-catenin transl cell count 5 µM 1212, T cell modulator vesicle-bound % 32.9, MT stabilize HCS Hoechst-high % 1.7, MT stabilize HCS cytotoxicity % 5.9 and Autophagy mod cell loss 18 h -9.7.
For COc1ccc([C@@H]2[C@H]3C(=O)N(c4cccc(C(F)(F)F)c4)C(=O)[C@H]3ON2C)cc1 the results were MT stabilize HCS 2.4, Autophagy mod inactive, Lipid droplet 2.3, Ins promoter up 0.28, Dynein cargo inh -1.18, T cell modulator inactive, Salmonella PhoP GFP -10.6%, ER stress rescue 0.0%, b-catenin transl -1.7, Dynein cargo inh cytoplasmic EGFP -0.193, Dynein cargo inh nuclear GR-EGFP -0.168, Dynein cargo inh cell count 0.277, Ins promoter up cell count 1754, Lipid droplet cells 6.5 µM 645, b-catenin transl cell count 5 µM 1067, T cell modulator vesicle-bound % 33.4, MT stabilize HCS Hoechst-high % 2.1, MT stabilize HCS cytotoxicity % 5.2 and Autophagy mod cell loss 18 h -19.1.
COc1ccc(/C=C2\SC(=N)N(c3ccc(F)cc3)C2=O)cc1OC was read as MT stabilize HCS 2.4, Autophagy mod inactive, Lipid droplet 7.1, Ins promoter up -1.25, Dynein cargo inh 2.62, T cell modulator inactive, Salmonella PhoP GFP -2.3%, ER stress rescue -0.5%, b-catenin transl 12.2, Dynein cargo inh cytoplasmic EGFP -0.156, Dynein cargo inh nuclear GR-EGFP 0.856, Dynein cargo inh cell count -0.909, Ins promoter up cell count 1302, Lipid droplet cells 6.5 µM 751, b-catenin transl cell count 5 µM 947, T cell modulator vesicle-bound % 44.1, MT stabilize HCS Hoechst-high % 3.9, MT stabilize HCS cytotoxicity % 0.5 and Autophagy mod cell loss 18 h -7.1.
c1ccc2c(Nc3nc(N4CCOCC4)c4ccccc4n3)cccc2c1 was read as MT stabilize HCS 1.6, Autophagy mod inactive, Lipid droplet -37.7, Ins promoter up 0.18, Dynein cargo inh -0.143, T cell modulator inactive, Salmonella PhoP GFP 3.5%, ER stress rescue 5.6%, b-catenin transl -3.0, Dynein cargo inh cytoplasmic EGFP -0.293, Dynein cargo inh nuclear GR-EGFP 0.524, Dynein cargo inh cell count 0.601, Ins promoter up cell count 1081, Lipid droplet cells 6.5 µM 709, b-catenin transl cell count 5 µM 566, T cell modulator vesicle-bound % 53.2, MT stabilize HCS Hoechst-high % 1.7, MT stabilize HCS cytotoxicity % 7.7 and Autophagy mod cell loss 18 h 2.5.
O=C(NNC1CC(=O)N(c2ccc(Br)cc2)C1=O)c1cccnc1 (stereo unspecified) was read as MT stabilize HCS 1.7, Autophagy mod inactive, Lipid droplet 0.2, Ins promoter up -0.05, Dynein cargo inh -0.0972, T cell modulator inactive, Salmonella PhoP GFP 2.4%, ER stress rescue 3.5%, b-catenin transl -0.3, Dynein cargo inh cytoplasmic EGFP -0.311, Dynein cargo inh nuclear GR-EGFP -0.596, Dynein cargo inh cell count -0.811, Ins promoter up cell count 1199, Lipid droplet cells 6.5 µM 726, b-catenin transl cell count 5 µM 1051, T cell modulator vesicle-bound % 57.4, MT stabilize HCS Hoechst-high % 2.7, MT stabilize HCS cytotoxicity % 9.3 and Autophagy mod cell loss 18 h 9.5.
